PI5P4Ka inh = qHTS for Inhibitors of phosphatidylinositol 5-phosphate 4-kinase (PI5P4K); Phosphatidylinositol 5-phosphate 4-kinase type-2 alpha (Homo sapiens), P48426; PI5P4Kalpha enzyme, ADP-Glo luminescence, 60 min; hits give low values; max response, %; 1.2% of 330,000 active; AID 652105, 2013; active means max response of -50% or lower; inconclusive means between -30% and -50%; inactive means -30% or higher; further: value at the top dose of about 77 µM; on the % scale 0 is the no-effect control and ±100 the full control effect
Target sequence (P48426 whole entry, looked up): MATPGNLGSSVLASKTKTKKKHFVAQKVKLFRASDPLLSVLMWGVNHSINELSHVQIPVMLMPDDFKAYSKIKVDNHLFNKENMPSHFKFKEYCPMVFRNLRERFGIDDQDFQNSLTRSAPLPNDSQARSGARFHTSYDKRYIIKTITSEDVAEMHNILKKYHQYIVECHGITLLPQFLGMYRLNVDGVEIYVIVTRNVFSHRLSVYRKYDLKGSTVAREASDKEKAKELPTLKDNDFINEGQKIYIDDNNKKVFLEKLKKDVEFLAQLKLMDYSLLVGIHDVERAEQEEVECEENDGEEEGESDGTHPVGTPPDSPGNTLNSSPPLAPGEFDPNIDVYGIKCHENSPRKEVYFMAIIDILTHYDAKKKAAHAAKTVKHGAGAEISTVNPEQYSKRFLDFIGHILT
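Controls without substrate or without enzyme flank wells where PI5P4Kalpha converts substrate using 5 microM ATP (final). Incubation lasts 60 minutes at room temperature; ADP formed is read by ADP-Glo luminescence.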
EPAC1 agonist = qHTS for Agonist of cAMP-regulated guanine nucleotide exchange factor 3 (EPAC1): primary screen | EPAC1 agonist qHTS, biochemical assay; response scale: 100% = response to 6.5 mM cAMP | Rap guanine nucleotide exchange factor 3 (Homo sapiens), O95398 | 0.073% of 360,000 active | Potency, µM (doses to about 154 µM), for inactives: top-dose activation, usual class: activators; further: potency means the concentration at half of the fitted maximal effect; nearly all actives have a fitted effect of over 60% in size
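Read-out is the fluorescence drop as BODIPY-GDP leaves Rap1B (480 nm excitation, 540 nm emission), recorded every 5 minutes over 30 minutes. Reactions held 100 nM EPAC1, 250 nM Rap1B–BODIPY-GDP and 50 uM GDP, with 6.5 mM cAMP setting full activation.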
EPAC1 antag = qHTS for Antagonist of cAMP-regulated guanine nucleotide exchange factor 3 (EPAC1): primary screen | Rap guanine nucleotide exchange factor 3 (Homo sapiens), O95398 | EPAC1 GEF assay, Rap1b-BODIPY-GDP exchange fluorescence | Potency, µM (titrated, usually from 115 µM), for inactives: top-dose activity change, negative = inhibition, usual class: inhibitors | 0.14% of 360,000 active;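 further: potency means the concentration at half of the fitted maximal effect; plate controls were vehicle for no effect and positive control for full effect; nearly all actives have a fitted effect of over 50% in size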
WRN helicase inh = qHTS for Inhibitors of WRN Helicase; Bifunctional 3'-5' exonuclease/ATP-dependent helicase WRN (Homo sapiens), Q14191; WRN helicase unwinding, fluorescent forked duplex, kinetic; Potency, µM (series often up to 114 µM), without a hit: at the highest dose activity change, negative = inhibition, actives largely listed as inhibitors; 0.46% of 360,000 active; AID 651768, 2012; further: potency means the concentration at half of the fitted maximal effect; on the % scale 0 is the no-effect control and ±100 the full control effect; nearly all actives have a fitted effect of over 55% in size
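Enzyme (20 nM final) and test compound sit together 15 min at room temperature before substrate addition. Substrate is a single-forked duplex oligonucleotide (100 nM) labelled with fluorophore and quencher, with 2 mM ATP; helicase unwinding raises red fluorescence, read kinetically.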
CCT modulator = High-Throughput Screening for Modulators of Cytosolic Chaperonin Activity; purified chaperonin ATPase assay, HTRF ADP detection, 30 min; activity change, % (no concentration beside the values), hits read low; 0.3% of 360,000 active; AID 651819, 2012; in the data active means activity change below about -30%; further: on the % scale 0 is the no-effect control and ±100 the full control effect
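TRiC (40 or 20 nM final, by batch activity) in 30 mM Tris pH 7.4, 100 mM KCl, 5 mM MgCl2, 1 mM DTT was treated with compound at 76 uM single dose, then 10 uM ATP, 30 min at 37 °C. ADP was read by HTRF Transcreener.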
MmCpn inh = Inhibitors of TCP-1 ring complex (TRiC) of Methanococcus maripaludis (MmCpn): qHTS | Chaperonin Mm-Cpn (Methanococcus maripaludis) | purified Mm-Cpn ATPase, ADP Transcreener TR-FRET | Potency, µM (top dose mostly 76.9 µM), without a hit: at the highest dose activity, negative = inhibition, usual class: inhibitors | 0.031% of 330,000 active | AID 504842, 2011; further: potency means the concentration at half of the fitted maximal effect; on the % scale 0 is the no-effect control and ±100 the full control effect; nearly all actives have a fitted effect of over 80% in size
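ATP (10 uM final) was added to archaeal chaperonin (25 nM final) after 10 min exposure to test compound at 37°C; after 30 min further incubation, ADP was detected by competitive TR-FRET.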
EPAC2 antag = qHTS for Antagonist of cAMP-regulated guanine nucleotide exchange factor 2 (EPAC2): primary screen. Rap guanine nucleotide exchange factor 4 (Homo sapiens), Q8WZA2. EPAC2 GEF exchange of Rap1B-BODIPY-GDP, fluorescence. Potency, µM (doses to about 114 µM), for the others: top-dose activity, negative = inhibition, hits mostly inhibitors. 0.18% of 360,000 active; further: potency means the concentration at half of the fitted maximal effect; on the % scale 0 is the no-effect control and ±100 the full control effect; nearly all actives have a fitted effect of over 45% in size; many of its hits are not listed in these tables
PLK1 PBD inh = qHTS for Inhibitors of PLK1-PDB (polo-like kinase 1 - polo-box domain): Primary Screen | Plk1 PBD binding of FITC phosphopeptide, fluorescence polarization | Potency, µM, for inactives: max response, negative = inhibition, usual class: inhibitors | 2.8% of 360,000 active; further: potency means the concentration at half of the fitted maximal effect; series mostly up to about 57 µM; on the % scale 0 is the no-effect control and ±100 the full control effect; nearly all actives have a fitted effect of over 65% in size
Target sequence (P53350 whole entry, looked up, the tested form may be a part): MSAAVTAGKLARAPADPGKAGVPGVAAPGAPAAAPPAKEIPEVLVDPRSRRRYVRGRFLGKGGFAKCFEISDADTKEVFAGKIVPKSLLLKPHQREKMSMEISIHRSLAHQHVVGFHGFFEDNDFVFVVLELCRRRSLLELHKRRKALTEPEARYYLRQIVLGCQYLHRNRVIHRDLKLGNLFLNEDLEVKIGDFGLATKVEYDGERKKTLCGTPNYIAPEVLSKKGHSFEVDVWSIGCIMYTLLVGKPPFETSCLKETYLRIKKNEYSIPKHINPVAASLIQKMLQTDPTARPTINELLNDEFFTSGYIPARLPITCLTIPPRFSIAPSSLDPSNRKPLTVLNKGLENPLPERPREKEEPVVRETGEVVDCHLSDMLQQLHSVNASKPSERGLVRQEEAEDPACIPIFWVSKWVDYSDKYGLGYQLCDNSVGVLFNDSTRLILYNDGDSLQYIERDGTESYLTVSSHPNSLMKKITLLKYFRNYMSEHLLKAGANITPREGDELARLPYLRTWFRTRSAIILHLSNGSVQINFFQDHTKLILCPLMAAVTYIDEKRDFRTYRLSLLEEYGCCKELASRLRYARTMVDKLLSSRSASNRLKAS
Numbers without * were called inactive; u = inconclusive; x = not tested or not shown; [ ] = dose if it differs, or a comment. Unless noted, the call rests on the fitted dose curve; in most records, active means well fitted curve in the direction sought with a large enough effect; inconclusive means small, poorly fitted or top-dose-only effect, or another doubt; inactive means no such curve, though single readings can be large; an effect the other way counts as inactive or inconclusive. An excerpt (hit frequency here may not be typical).

compound	PI5P4Ka inh	PLK1 PBD inh	CCT modulator	EPAC1 antag	EPAC2 antag	WRN helicase inh	MmCpn inh	EPAC1 agonist
CC1CCN(c2nc(-c3ccccc3O)nc3ccccc23)CC1	-8	-6%	-0.5	9%	-5%	3%	-2%	4%
COc1ccc(OC)c(/C=C/C(=O)OCC(=O)Nc2cccc(Oc3ccccc3)c2)c1	11	4%	0.6	-4%	-4%	-8%	u	-2%
O=C(NCCN1CCN(c2ccccc2)CC1)C1CCCN(S(=O)(=O)c2cnc[nH]2)C1 (stereo not drawn)	-61*	-7%	-11	-6%	5%	-4%	-2%	10%
CN(C)/C=C(\C=O)c1ccc(Cl)cc1Cl	0	6%	1.9	3%	-15%	2%	0%	0%
O=C(c1ccco1)N1CCN=C1SCc1cccc(F)c1	-2	-6%	0.0	-14%	11%	-10%	1%	-7%
Cc1ccc2oc(C(=O)Nc3nonc3C)c(C)c2c1	-2	4%	1.4	4%	7%	-1%	-1%	-6%
Cn1cc(CN2CCCC(CNC(=O)c3ccc4c(c3)OCO4)C2)c2ccccc21 (stereo not drawn)	4	1%	-0.1	3%	13%	12%	2%	-6%
Cc1cc2cc(CCNC(=O)c3ccc(Br)o3)c(=O)[nH]c2cc1C	-6	-16%	2.7	-1%	14%	-20%	0%	9%
Fc1ccc(Sc2cc(Cl)c(-c3ccccc3)nn2)cc1	1	-1%	-1.6	-8%	-1%	-9%	-3%	11%
COc1ccc(CN2C[C@@H](CO)O[C@@H](n3cnc4c(NCCN(C)C)ncnc43)C2)cc1	-22	-9%	0.3	-2%	7%	1%	x	5%
NCCc1nnc(SCc2c(F)cccc2Cl)o1	x	-7%	-1.7	4%	0%	1%	0%	-3%
CC1CCC(NS(=O)(=O)c2ccc3c(c2)n(C)c(=O)c(=O)n3C)CC1 (stereo not drawn)	-2	-2%	-1.5	0%	3%	-1%	-14%	0%
O=C(CN1C(=O)COc2ccccc21)N(CCCN1CCOCC1)CC1CC=CCC1 (stereo not drawn)	x	-10%	-1.9	-6%	-1%	-1%	0%	4%
COc1ccc(N2CCN(S(=O)(=O)c3c(C)n(C)c(=O)n(C)c3=O)CC2)cc1	1	1%	-6.9	8%	16%	-19%	-1%	3%
O=C(CSc1nnc(-c2ccncc2)o1)c1ccc2c(c1)OCCO2	0	-2%	-1.2	26%	0%	2%	2%	8%
O=C(CCS(=O)(=O)c1ccc(F)cc1)Nc1nnc(-c2cccs2)o1	4	-4%	1.3	-6%	4%	-5%	-1%	7%
O=C1CC(C(=O)Nc2ncccn2)C(c2ccccc2)O1 (stereo not drawn)	-2	-3%	0.9	7%	21%	12%	-3%	1%
Cn1c(=O)[nH]c(=O)c2c1nc(CN1CCOCC1)n2CCCc1ccccc1	2	-2%	-3.4	8%	5%	0%	2%	-5%
Cc1cc(C(=O)Nc2ccccn2)no1	x	-1%	-0.3	1%	-3%	-7%	-1%	1%
COc1ccc(N2CC(C(=O)N/N=C/c3ccccc3)CC2=O)cc1 (stereo not drawn)	0	-18%	-0.6	-21%	1%	-8%	3%	-5%
CCCC(C)NC(=O)COC(=O)c1ccc(Cl)c(S(N)(=O)=O)c1 (stereo not drawn)	-3	3%	0.2	10%	5%	-1%	0%	3%
Cc1cc(C(=O)Nc2c(C)nn(Cc3ccccc3)c2C)on1	7	-1%	0.6	5%	0%	-1%	-1%	13%
COC(=O)c1onc(-c2c(C)cc(C)cc2C)c1C(=O)OC	6	-4%	1.0	-20%	u	-4%	0%	-2%
Cc1ccc(S(=O)(=O)c2nc(C(C)(C)C)oc2N2CCOCC2)cc1	x	u	-1.0	8%	6%	-11%	-1%	-3%
CC(=O)c1ccc(NC(=O)CN2C(=O)NC(C)(C3CCCCC3)C2=O)cc1 (stereo not drawn)	-1	-1%	-1.1	-2%	1%	-4%	-4%	0%
COc1ccccc1C1/C(=C(/O)c2ccccc2)C(=O)C(=O)N1CCO (stereo not drawn)	1	-9%	-0.5	1%	1%[57.1 µM]	-5%	-2%	2%
NC(=O)C1CCN(C(=O)c2ccc(NS(=O)(=O)/C=C/c3ccccc3)cc2)CC1	-1	2%	1.8	21%	-21%	-4%	x	-8%
COc1ccc(C(=O)/C=C/Nc2ccc(NC(C)=O)cc2)cc1OC	x	0%	-0.6	10%	7%	-12%	-1%	-8%
C=C(C)C1Cc2c(C)nn(-c3cccc4cccnc34)c2C1 (stereo not drawn)	2	-1%	0.7	-2%	-20%	-2%	0%	5%
c1ccc(CNC2=NCCC2)nc1	1	-8%	-0.9	-28%	0%	0%	-2%	4%
CCCCCCOC(=O)C1=C(C)NC(=O)NC1c1ccc(O)cc1 (stereo not drawn)	-2	-2%	8.2	-1%	-1%	-14%	3%	6%
CC(=O)N1CCN(c2ccc(NC(=O)c3cccc(F)c3)cc2)CC1	-1	-4%	-0.7	-10%	0%	1%	x	-2%
CN(C)c1ncnc2[nH]ncc12	2	2%	-0.7	8%	4%	5%	x	3%
O=C(O)CN1C(=O)/C(=C\c2ccccc2OCc2ccccc2)SC1=S	-15	u	0.3	-14%	u	-8%	x	-1%
CCN(CC)S(=O)(=O)c1ccc(N2CCOCC2)c(NC(=O)c2c3c(nc4ccccc24)CCC3)c1	-59*	-18%	-0.8	3%	1%	-26%	0%	-2%
Cn1c(=O)cc(SCC(=O)NCCCN2CCN(c3ccccc3F)CC2)c2ccccc21	-1	-17%	0.6	0%	-2%	6%	-2%	3%
S=C(Nc1ccc(Br)cc1)N1CCn2cccc2C1c1cccnc1 (stereo not drawn)	u	-11%	-2.1	-12%	-8%	-2%	1%	11%
CCC(=O)Nc1cccc(NC(=S)NC(=O)c2cccc(C)c2)c1	-9	-9%	0.9	1%	-2%	-14%	2%	4%
COc1ccc(C(=O)NCCn2cc(SCC(N)=O)c3ccccc32)cc1	-4	-11%	0.3	-27%	8%	6%	1%	7%
COc1ccc2oc(=O)c(C(=O)N3CCN(C(=O)c4ccco4)CC3)cc2c1	2	30µM*	0.4	9%	16%	7%	-5%	-10%
O=C(Cc1ccccc1)Nc1ccccc1CO	4	-2%	2.1	-1%	9%	9%	2%	-3%
COc1ccc(C(=O)Nc2ccc(-c3n[nH]c(=S)o3)cc2)cc1OC	-53*	12µM*	0.5	-8%	-7%	-9%	-12%	-7%
CC(C)[C@H](NC(=O)c1ccc([N+](=O)[O-])cc1Cl)C(=O)N1CCN(C/C=C/c2ccccc2)CC1	6	-3%	1.7	-1%	-3%	4%	4%	1%
Cc1n(CC(O)COCc2ccccc2)c2ccccc2[n+]1C (stereo not drawn)	x	-4%	-1.2	22%	12%	u	1%	1%
COc1ccc(OCCCC(=O)Nc2cc(Cl)ccc2-n2cncn2)cc1	-1	-2%	0.8	4%	-6%	-8%	1%	1%
O=C(CSc1nnc(SCc2ccc(Cl)cc2)s1)N/N=C/c1c[nH]c2ccccc12	-14	-13%	-5.7	u	-23%	u	0%	-21%
Cc1cccc(CCN=c2c([N+](=O)[O-])nn(-c3ccccc3)n2O)c1	0	-2%	-2.7	7%	-7%	-13%	1%	-9%

In the list so far, these contain an aryl methoxy group:
compound	PI5P4Ka inh	PLK1 PBD inh	CCT modulator	EPAC1 antag	EPAC2 antag	WRN helicase inh	MmCpn inh	EPAC1 agonist
COc1ccc(OC)c(/C=C/C(=O)OCC(=O)Nc2cccc(Oc3ccccc3)c2)c1	11	4%	0.6	-4%	-4%	-8%	u	-2%
COc1ccc(CN2C[C@@H](CO)O[C@@H](n3cnc4c(NCCN(C)C)ncnc43)C2)cc1	-22	-9%	0.3	-2%	7%	1%	x	5%
COc1ccc(N2CCN(S(=O)(=O)c3c(C)n(C)c(=O)n(C)c3=O)CC2)cc1	1	1%	-6.9	8%	16%	-19%	-1%	3%
COc1ccc(N2CC(C(=O)N/N=C/c3ccccc3)CC2=O)cc1 (stereo not drawn)	0	-18%	-0.6	-21%	1%	-8%	3%	-5%
COc1ccccc1C1/C(=C(/O)c2ccccc2)C(=O)C(=O)N1CCO (stereo not drawn)	1	-9%	-0.5	1%	1%[57.1 µM]	-5%	-2%	2%
COc1ccc(C(=O)/C=C/Nc2ccc(NC(C)=O)cc2)cc1OC	x	0%	-0.6	10%	7%	-12%	-1%	-8%
COc1ccc(C(=O)NCCn2cc(SCC(N)=O)c3ccccc32)cc1	-4	-11%	0.3	-27%	8%	6%	1%	7%
COc1ccc2oc(=O)c(C(=O)N3CCN(C(=O)c4ccco4)CC3)cc2c1	2	30µM*	0.4	9%	16%	7%	-5%	-10%
COc1ccc(C(=O)Nc2ccc(-c3n[nH]c(=S)o3)cc2)cc1OC	-53*	12µM*	0.5	-8%	-7%	-9%	-12%	-7%
COc1ccc(OCCCC(=O)Nc2cc(Cl)ccc2-n2cncn2)cc1	-1	-2%	0.8	4%	-6%	-8%	1%	1%

High-throughput results as filed in PubChem.
